High-throughput results deposited in PubChem by National Center for Advancing Translational Sciences (NCATS).
AmpC inh detg – qHTS Inhibitors of AmpC Beta-Lactamase (assay with detergent) | P00811 | AmpC hydrolysis of nitrocefin, absorbance 480 nm, 0.01% Triton | Potency, µM (top dose mostly 114 µM), for the others: top-dose activity change, negative = inhibition, most hits filed as inhibitors | 370,000 compounds, 0.041% hits;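 note: potency is the fitted concentration of half-maximal effect; 0% = no-compound wells and -100% = no-enzyme wells; nearly all actives have a fitted effect of over 25% in size; some results filed as inactive show a strong effect at the top dose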
Target sequence (P00811 whole entry, looked up): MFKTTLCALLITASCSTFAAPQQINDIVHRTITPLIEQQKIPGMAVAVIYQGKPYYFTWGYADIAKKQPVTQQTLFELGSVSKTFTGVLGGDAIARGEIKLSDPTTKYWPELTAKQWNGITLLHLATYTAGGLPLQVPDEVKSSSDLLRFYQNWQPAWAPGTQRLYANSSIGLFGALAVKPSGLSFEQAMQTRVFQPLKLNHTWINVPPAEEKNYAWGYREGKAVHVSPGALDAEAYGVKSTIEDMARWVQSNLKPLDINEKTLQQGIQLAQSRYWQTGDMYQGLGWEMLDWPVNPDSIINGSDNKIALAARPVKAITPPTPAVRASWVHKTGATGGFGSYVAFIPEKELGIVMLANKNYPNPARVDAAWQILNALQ
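20 mM phosphate pH 7.0 + 0.01% (detergent screen) or 0.0001% Triton X-100; 5.3 nM AmpC reagent; cpd preinc 15 min RT; nitrocefin (800 uM stock) to start; A480 q20 s × 4 min; Activity was normalised to no-enzyme and no-compound control wells.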
AMA1-RON2 inh – qHTS for Inhibitors of AMA1-RON; Towards Development of Antimalarial Drug Lead: Primary Screen. Plasmodium falciparum AMA1 (3D7) - RON2 peptide interaction. AlphaScreen AMA1-biotinylated RON2 peptide binding. Potency, µM (titrated, usually from 58.2 µM), for inactives: at the top dose activity change, negative = inhibition, most hits filed as inhibitors. 360,000 compounds, 0.2% hits. AID 720542, 2013;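 note: potency is the fitted concentration of half-maximal effect; 0% = vehicle wells and -100% = peptide control; nearly all actives have a fitted effect of over 45% in size; some results filed as inactive show a strong effect at the top dose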
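AMA1 (3D7) with his tag at 25 nM final met compounds first, then biotinylated RON2 peptide at 25 nM; detection used donor plus acceptor beads, 10 µg/mL apiece, read by AlphaScreen after 30 min at room temperature.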
Shiga inhibitor – A qHTS for Small Molecule Inhibitors of Shiga Toxin; inhibition, % at 38.7 µM; Vero cells, Shiga toxin protein synthesis inhibition reporter; 290,000 compounds, 9.2% hits; AID 2315, 2010; in the data active = inhibition mostly above about 28%, no sharp cut-off; inactive = mostly below about 43%; note: 0% is about no effect
CHX counter – Cycloheximide Counterscreen for Small Molecule Inhibitors of Shiga Toxin; AID 2314, 2010; cell reporter, cycloheximide protein synthesis inhibition counterscreen; max response, %; 300,000 compounds, 12% hits; in the data active = max response mostly above about 13%, no sharp cut-off; inactive = mostly below about 14%; note: read at 38.3 µM for the half of the compounds with a filed dose; 0% is about no effect
AmpC no deterg – qHTS Inhibitors of AmpC Beta-Lactamase (assay without detergent); P00811; AmpC nitrocefin hydrolysis, absorbance 480 nm, 0.0001% Triton; Potency, µM (titrated, usually from 57.1 µM), for inactives: top-dose activity change, negative = inhibition, usual class: inhibitors; 330,000 compounds, 0.52% hits;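 note: potency is the fitted concentration of half-maximal effect; plate controls were no compound for no effect and no enzyme for full effect; nearly all actives have a fitted effect of over 20% in size; some results filed as inactive show a strong effect at the top dose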
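20 mM phosphate pH 7.0 + 0.01% (detergent screen) or 0.0001% Triton X-100; 5.3 nM AmpC reagent; cpd preinc 15 min RT; nitrocefin (800 uM stock) to start; A480 q20 s × 4 min; Activity was normalised to no-enzyme and no-compound control wells.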
HCMV inh – qHTS Assay for inhibitors of the human cytomegalovirus (HCMV); HFF cells, HCMV-luciferase reporter, 72 h; active compounds read low; activity change, negative = inhibition, % at 57.5 µM; 410,000 compounds, 4.5% hits; in the data active = activity change below about -60%; inconclusive = no clear call, values can overlap the other calls; inactive = above about -39%; note: % is set by controls: 0 for no effect and ±100 for the full control effect
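Steps: HFFs plated, 16 h 37C; compounds added; HCMV-luciferase added to MOI 1 PFU/cell; 72 h 37C; OneGlo reagent, 5 min room temperature; luminescence read, normalized to controls.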
Giardia FBPA inh – qHTS Assay for Inhibitors of Fructose-1,6-bisphosphate Aldolase from Giardia Lamblia. A8B2U2. purified Giardia FBPA. Potency, µM (top dose mostly 59.6 µM), for the others: at the highest dose activity, negative = inhibition, actives largely listed as inhibitors. 290,000 compounds, 0.71% hits. AID 2451, 2010; note: potency is the fitted concentration of half-maximal effect; % is set by controls: 0 for no effect and ±100 for the full control effect; nearly all actives have a fitted effect of over 55% in size
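Giardia FBPA (40 nM reagent) was preincubated 10 min at RT with compound (up to 57.5 uM final), then substrate plus GAPDH/TPI/NAD/arsenate coupling system with diaphorase/resazurin was added; resorufin fluorescence (525/598 nm) was read after 20 min.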
Starred values were filed as active, the others as inactive; ? = inconclusive; . = no result given; [ ] = dose if it differs, or a comment. Unless noted, calls come from the whole dose curve; as a rule, active = well fitted curve in the direction sought with a large enough effect; inconclusive = small, poorly fitted or top-dose-only effect, or another doubt; inactive = no such curve, though single readings can be large; an effect the other way counts as inactive or inconclusive. Hits appear at their usual frequency; 16% or so of the library scored in one or more.

Letter code: A = AmpC inh detg; B = AMA1-RON2 inh; C = Shiga inhibitor; D = CHX counter; E = AmpC no deterg; F = HCMV inh; G = Giardia FBPA inh
COc1ccc(Cl)cc1NC(=O)COC(=O)CNC(=O)c1ccc([N+](=O)[O-])c(C)c1
  A = -3% | B = 4% | C = -13 | D = -2 | E = -18% | F = 16 | G = 2%

Cc1cc(-c2nnc3n2CCCCC3)c(C)n1-c1ccccc1
  A = ? | B = 12% | C = 91* | D = 12 | E = -3% | F = -21 | G = 0%

CCCn1c(=O)c(C(=O)Nc2ccccc2C)c(O)c2ccccc21
  A = ? | B = 37%[activator] | C = . | D = 14* | E = -19% | F = 90 | G = ?

COc1ccc(OC)c(-c2csc(-c3cccs3)n2)c1
  A = -3% | B = 38%[activator] | C = 45* | D = 30 | E = -28% | F = -37 | G = 11%

Cc1ccccc1NC(=O)Nc1ccc2c(c1)OCO2
  A = -8% | B = 6% | C = 77* | D = 44* | E = -12% | F = 63 | G = 1%

Cc1ccc(-c2[nH]c(-c3ccc(C(=O)O)cc3)nc2-c2ccccc2)cc1
  A = -14% | B = 2% | C = -6 | D = -2 | E = -45% | F = ? | G = 9%

c1nc(N2CCN(Cc3ccc4c(c3)OCO4)CC2)c2[nH]cnc2n1
  A = ? | B = 5% | C = -18 | D = -4 | E = -23% | F = -22 | G = -3%

CC(C)N(C(=O)C(F)(F)F)C(C(=O)NC1CCCCC1)c1ccncc1 (stereo unspecified)
  A = 4% | B = 3% | C = -11 | D = 2 | E = 2% | F = 14 | G = 2%

C=CCOC(=O)COc1cc(C)cc2oc(=O)c3c(c12)CCC3
  A = ? | B = 18% | C = -13 | D = -4 | E = -9% | F = -15 | G = -1%

CCCCN(C(=O)c1ccc(S(=O)(=O)N2CCCC2)cc1)C1CCS(=O)(=O)C1 (stereo unspecified)
  A = ? | B = -6% | C = . | D = . | E = ? | F = 8 | G = .

CC(OC(=O)c1cc[n+]([O-])cc1)C(=O)Nc1ccc(C(N)=O)cc1 (stereo unspecified)
  A = -3% | B = 14% | C = . | D = . | E = -5% | F = -7 | G = .

O=C(CN1C(=O)c2ccccc2C1=O)Nc1ccc(N2CCOCC2)cc1
  A = -11% | B = 9% | C = 11 | D = -3 | E = 5% | F = -8 | G = 3%

CCOCCCNC(=O)C1CCN(C(=O)Nc2ccc(C)cc2)CC1
  A = -14% | B = -1% | C = -9 | D = 17 | E = 5% | F = 15 | G = 6%

CCN(CC)S(=O)(=O)c1ccc(N2CCCC2)c(NC(=O)C2=COCCO2)c1
  A = ? | B = -12% | C = . | D = . | E = 0% | F = -12 | G = .

O=C(Nc1cccc(Cl)c1N1CCCC1)c1ccc([N+](=O)[O-])o1
  A = ? | B = ? | C = 1 | D = -1 | E = -11% | F = 2 | G = -5%

CCOC(=O)CSc1nnc(COc2cccc(C)c2)o1
  A = 3% | B = 24% | C = 0 | D = 1 | E = 3% | F = 94 | G = 2%

CCOC(=O)N1N=C(c2ccccc2)CC1(O)C(F)(F)F (stereo unspecified)
  A = 2% | B = -12% | C = 101* | D = 49* | E = -2% | F = 84 | G = 0%

CCCN1C(=O)/C(=C/c2cc(C)n(C)c2C)SC1=Nc1ccc(OC)cc1
  A = -3% | B = -22% | C = -14 | D = -2 | E = 42% | F = -2 | G = -13%

A draw from above in order of count of non-hydrogen atoms, ascending.
Letter code: A = AmpC inh detg; B = AMA1-RON2 inh; C = Shiga inhibitor; D = CHX counter; E = AmpC no deterg; F = HCMV inh; G = Giardia FBPA inh
Cc1ccccc1NC(=O)Nc1ccc2c(c1)OCO2
  A = -8% | B = 6% | C = 77* | D = 44* | E = -12% | F = 63 | G = 1%

CCOC(=O)CSc1nnc(COc2cccc(C)c2)o1
  A = 3% | B = 24% | C = 0 | D = 1 | E = 3% | F = 94 | G = 2%

C=CCOC(=O)COc1cc(C)cc2oc(=O)c3c(c12)CCC3
  A = ? | B = 18% | C = -13 | D = -4 | E = -9% | F = -15 | G = -1%

CC(OC(=O)c1cc[n+]([O-])cc1)C(=O)Nc1ccc(C(N)=O)cc1 (stereo unspecified)
  A = -3% | B = 14% | C = . | D = . | E = -5% | F = -7 | G = .

CCOCCCNC(=O)C1CCN(C(=O)Nc2ccc(C)cc2)CC1
  A = -14% | B = -1% | C = -9 | D = 17 | E = 5% | F = 15 | G = 6%

CC(C)N(C(=O)C(F)(F)F)C(C(=O)NC1CCCCC1)c1ccncc1 (stereo unspecified)
  A = 4% | B = 3% | C = -11 | D = 2 | E = 2% | F = 14 | G = 2%

O=C(CN1C(=O)c2ccccc2C1=O)Nc1ccc(N2CCOCC2)cc1
  A = -11% | B = 9% | C = 11 | D = -3 | E = 5% | F = -8 | G = 3%

CCCCN(C(=O)c1ccc(S(=O)(=O)N2CCCC2)cc1)C1CCS(=O)(=O)C1 (stereo unspecified)
  A = ? | B = -6% | C = . | D = . | E = ? | F = 8 | G = .
